p53 reactivator: restores transcriptional activity of mutant p53; H1299 p53-A138V BP100-luciferase reporter, luminescence, 24 h; Potency, µM (doses to about 92.2 µM), inactives show top-dose activity change, positive = activation, most hits filed as activators; hit rate 0.063% among 320,000; AID 504706; also: potency is read from the fitted curve at half-maximal effect; % of control where 0% means no effect; nearly all actives have a fitted effect of over 45% in size
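H1299 (p53-null), stable ts p53-A138V + BP100-Luc; 1000 cells/well, Opti-MEM/10% FBS; cpd 4 pt, 1:5; 24 h, 37 deg C, 5% CO2; detection reagent 10 min RT; luminescence.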
CXXC DNA block: blocks binding of human MLL CXXC domain to DNA. MLL-CXXC / FITC-HOXA9 DNA fluorescence polarization. hit rate 0.037% among 290,000. Potency, µM (series often up to 115 µM), without a hit: top-dose activity change, negative = inhibition, most hits filed as inhibitors; active = well fitted inhibition curve with a large enough effect in the polarisation, with a control signal flat, not every such curve was filed as active; inconclusive = small, poorly fitted or top-dose-only effect, or effect the other way, or a change in a side signal; inactive = no such curve, though single readings can be large or run the other way; the % refers to the polarisation; also: potency is read from the fitted curve at half-maximal effect
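Fluorescence polarization: 7 uM MLL-CXXC (stock) preincubated 5 min with compounds, then 50 nM fluorescein-HOX-A9 DNA (stock) added; 30 min ambient. Buffer 50 mM Tris-HCl pH 7.5, 50 mM NaCl, 1 mM DTT, 0.05% BSA.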
A-T KAP1 phos: potential ataxia-telangiectasia treatments restoring KAP-1 phosphorylation; […] A-T fibroblasts, KAP-1 phosphorylation AlphaLISA; neocarzinostatin DNA damage 30 min before lysis; hit rate 0.19% among 320,000; Potency, µM (series often up to 57.5 µM), inactives show at the top dose activation, most hits filed as activators; also: potency is read from the fitted curve at half-maximal effect; % of control where 0% means no effect; nearly all actives have a fitted effect of over 45% in size
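hTERT-immortalized A-T patient fibroblasts ([…]), 500 cells/well in OPTI-MEM, 1% FBS, got compounds for 60 min, then NCS for 30 min at 37C. Lysates were then assayed for phospho-KAP-1 by AlphaLISA (anti-pKAP1 donor, anti-KAP1 acceptor beads), 6 hr at 25C.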
Integrin act MD: activates integrin-mediated alleviation for muscular dystrophy | alpha7betagal myoblasts, beta-gal FDG fluorescence, 48 h | Potency, µM (series often up to 38.3 µM), for inactives: at the top dose activation, usual class: activators | hit rate 0.064% among 350,000 | AID 624291;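 also: potency is read from the fitted curve at half-maximal effect; 100% = response of the positive control SU9516; nearly all actives have a fitted effect of over 60% in size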
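alpha7betagal+/- myoblasts (passage 13, 250/well) treated 48 h at 37C with compounds at 1:260 dilution of DMSO stock. Lysed, then beta-galactosidase activity read as FDG fluorescence (ex 480/em 540) after 30 min, with pre-read for autofluorescence.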
BRCA1 expr act: BRCA1 expression activation. MCF7-BRCA1-FFLuc reporter, luminescence, 48 h; response scale: scaled: vehicle 0%, 10 µM genistein 100%. Potency, µM (doses to about 46.1 µM), inactives show top-dose activation, most hits filed as activators. hit rate 1.1% among 380,000; also: potency is read from the fitted curve at half-maximal effect; nearly all actives have a fitted effect of over 80% in size; some results filed as inactive show a strong effect at the top dose
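MCF7 cells carrying a BRCA1-firefly luciferase reporter (2000 cells/well, phenol-red free MEM) were attached for 2 h at 37 °C, then given compounds for 48 h. Luminescence was read 15 min after luciferase reagent; activity normalized to genistein (10 microM) and DMSO.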
B2AR arrestin: beta2AR (human) beta-arrestin recruitment activity | beta-arrestin recruitment to beta2AR, cell-based reporter | Potency, µM (doses to about 46.1 µM), for inactives: top-dose activation, hits mostly activators | hit rate 0.02% among 330,000 | AID 492947;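 also: potency is read from the fitted curve at half-maximal effect; 0% = DMSO controls and full agonism = EC100 isoproterenol or metaproterenol; nearly all actives have a fitted effect of over 65% in size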
Target sequence (P07550 whole entry, looked up): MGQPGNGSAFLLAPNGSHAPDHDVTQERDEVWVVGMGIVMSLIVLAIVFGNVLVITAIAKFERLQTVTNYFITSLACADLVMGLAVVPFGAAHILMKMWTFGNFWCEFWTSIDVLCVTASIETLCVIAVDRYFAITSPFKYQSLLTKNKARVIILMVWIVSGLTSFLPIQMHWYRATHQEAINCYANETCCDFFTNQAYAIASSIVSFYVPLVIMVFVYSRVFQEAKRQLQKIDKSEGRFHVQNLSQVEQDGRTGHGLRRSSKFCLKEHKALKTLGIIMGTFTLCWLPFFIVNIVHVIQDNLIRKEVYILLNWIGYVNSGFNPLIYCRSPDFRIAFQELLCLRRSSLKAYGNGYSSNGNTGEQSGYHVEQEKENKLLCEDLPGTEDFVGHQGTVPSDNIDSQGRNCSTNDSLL
ELG1 DNA repair: blocks ELG1-dependent DNA repair in HEK293T cells. HEK293T ELG1-luciferase reporter, luminescence, 16 h; DNA damage induced by 5-fluorouridine. hit rate 2.3% among 330,000. Potency, µM (top dose mostly 46.1 µM), without a hit: at the top dose activity change, negative = inhibition, usual class: inhibitors. AID 504467; also: potency is read from the fitted curve at half-maximal effect; % is scaled to controls: 0 for no effect and ±100 for the full control effect; nearly all actives have a fitted effect of over 55% in size
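Overnight (16 hr) co-exposure of 2,000 cells/well to 5-fluorouridine and compound at 37 °C preceded detection. Luciferase was quantified via ONE-Glo luminescence; loss of signal denotes inhibition.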
TRPV1 ag: human TRPV1 agonism; Q8NER1; TRPV1-expressing cells, Fluo-8 calcium influx, agonist mode; activation, % at 8.33 µM; hit rate 0.19% among 320,000; AID 540275; in the data active = activation above about 80%; inconclusive = between about 30% and that limit; also: 0% is about no effect
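TRPV1-expressing cells were cultured overnight at 35.5C and loaded with Fluo-8 calcium dye for 40 to 90 min at room temperature. After a 10 s baseline, compound was added and calcium influx was read kinetically for 3 min (ex 480/em 520 nm).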
PTAP TSG101 blk: blocks PTAP/TSG101 interaction to inhibit HIV-1 budding | Potency, µM (series often up to 115 µM), inactives show top-dose activity change, negative = inhibition, usual class: inhibitors | 340,000 tested, under 10 active | Fluorescence polarization, FITC-PTAP peptide / Tsg101 binding | AID 493005; active = well fitted inhibition curve with a large enough effect in the main read-out, with a control signal flat, not every such curve was filed as active; inconclusive = small, poorly fitted or top-dose-only effect, or effect the other way, or a change in a side signal; inactive = no such curve, though single readings can be large or run the other way; also: potency is read from the fitted curve at half-maximal effect; % of control where 0% means no effect
Target sequence (Q99816 whole entry, looked up): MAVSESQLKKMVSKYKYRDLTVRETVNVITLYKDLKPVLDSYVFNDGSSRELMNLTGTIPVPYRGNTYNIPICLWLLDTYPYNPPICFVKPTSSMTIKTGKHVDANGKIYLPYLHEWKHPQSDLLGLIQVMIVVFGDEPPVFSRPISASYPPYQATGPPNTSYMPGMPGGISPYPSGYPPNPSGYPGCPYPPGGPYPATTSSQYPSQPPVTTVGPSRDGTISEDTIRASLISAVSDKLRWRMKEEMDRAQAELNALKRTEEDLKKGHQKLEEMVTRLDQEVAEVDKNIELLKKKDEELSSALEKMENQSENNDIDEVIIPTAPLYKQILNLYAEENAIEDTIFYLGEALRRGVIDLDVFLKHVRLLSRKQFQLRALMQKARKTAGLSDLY
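Steps: Tsg101 binding domain dispensed (10 uM final), compounds pinned in DMSO, FITC-labeled PTAP-motif peptide added (50 nM final); after 20 min binding at room temperature, polarization measured.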
TCR act: T cell receptor activation | primary human leukocytes, anti-CD3, IL-2 HTRF, 48 h | Potency, µM (titrated, usually from 9.22 µM), for the others: at the highest dose activation of IL-2 secretion, usual class: activators | 330,000 tested, under 10 active | AID 504894; also: % of control where 0% means no effect
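Primary human leukocytes receive a-CD3 beads and test compound and are incubated 48 hr. Secreted IL-2 is then assayed by HTRF, measuring 665nm acceptor emission after 320nm excitation of the europium donor.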
* hit, by the source's call; ? = inconclusive; nt = not tested or not shown; [ ] = dose if it differs, or a comment. Unless noted, calls follow the shape of the dose curve; as a rule, active = well fitted curve in the direction sought with a large enough effect; inconclusive = small, poorly fitted or top-dose-only effect, or another doubt; inactive = no such curve, though single readings can be large; an effect the other way counts as inactive or inconclusive. No enrichment for hits. Share with any hit: about 3.8%.

Structure,p53 reactivator,CXXC DNA block,A-T KAP1 phos,Integrin act MD,BRCA1 expr act,B2AR arrestin,ELG1 DNA repair,TRPV1 ag,PTAP TSG101 blk,TCR act
Cc1cc(-c2ccc(C)c(S(=O)(=O)NCCN3CCC(C)CC3)c2)on1,-5%,9%,5%,-9%,-2%,0.0%,17%,-1,-7%,1%
CC1c2ccsc2CCN1S(=O)(=O)c1cccs1 (stereo not given),-8%,1%,0%,?,-9%,0.1%,?,5,-4%,-6%
CN1C(=O)C(Cc2cnc[nH]2)NC1=S (stereo not given),-2%,0%,2%,8%,-11%,-0.1%,7%,-4,-2%,1%
COc1ccc(C(C)=O)cc1COC(=O)c1cccc(N(C)C)c1,-3%,-4%,1%,10%,0%,-0.3%,-30%,17,-3%,7%
CC1CCc2c(sc(NS(=O)(=O)c3ccccc3)c2C(=O)OC(C)C)C1 (stereo not given),-6%,2%,-2%,-5%,-23%,-0.9%,-8%,17,0%,5%[46.1 µM]
CC1Cc2nc(SCC(=O)N3CCCC3)n(C)c(=O)c2S1 (stereo not given),7%,6%,2%,-9%,-4%,0.3%,-3%,-2,-1%,4%
CN(CCC(=O)Nc1ccc(Br)cc1)Cc1ccccc1,-1%,3%,0%,4%,-5%,-0.1%,7%,1,-3%,-4%
Cc1cccc(C)c1Nc1c(-c2ccsc2)nc2ncccn12,-4%,-1%,5%,?,-14%,0.0%,11%,2,0%,0%[46.1 µM]
O=C(Nc1ccncc1)Nc1ccc(F)c(Cl)c1,-5%,-13%,4%,-22%,47%,0.6%,-5%,?,-10%,2%
CN(C(=O)c1ccncc1)c1nnc(-c2cnccn2)s1,10%,7%,6%,19%,24%,-0.3%,3%,-3,-6%,0%
CN1CCN(c2ccccc2NC(=O)Cc2cn(C)c3ccccc23)CC1,-6%,4%,17%,-20%,-6%,0.2%,-3%,nt,-1%,-1%
CS/C(=N\NC(N)=O)c1ccccc1,4%,4%,4%,0%,1%,-0.5%,3%,0,0%,-2%[46.1 µM]
CN(CCC(=O)Nc1ccc(Cl)cc1)Cc1ccccc1,10%,16%,7%,-14%,30%,0.0%,?,18,-1%,0%
COc1ccc(NCc2nnc(SCC(=O)Nc3ccc(OC)cc3OC)o2)cc1,8%,-5%,-6%,11%,-8%,-0.3%,-3%,2,-1%,0%
CC(=O)N1CCN(CC(=O)Nc2c(Cl)ccc(C)c2Cl)CC1,-1%,2%,4%,12%,-8%,0.5%,-9%,7,-3%,-2%
CC(C)(C)NC(=O)C(c1ccc(F)cc1)N(Cc1cccs1)C(=O)c1ccc(CN2CCOCC2)o1 (stereo not given),1%,9%,0%[11.5 µM],-67%[inhibitor],-5%,0.3%,-11%,24,1%,-3%
CC(Cc1c[nH]c2ccccc12)NC(=O)C1CCCNC1=O (stereo not given),-7%,1%,6%,-26%,-9%,-0.7%,0%,-4,-8%,-7%
COC(=O)N/N=C/c1cccnc1,-8%,-6%,2%,-24%,24%,-1.3%,0%,-5,-1%,-1%[46.1 µM]
CN(C)c1nc(N)nc(CSc2n[nH]c(-c3ccccc3)n2)n1,0%,3%,0%,14%,3%,-0.9%,19%,-1,2%,-1%
O=c1cc(-c2ccc(F)cc2)oc2ccccc12,nt,nt,nt,6%,44%,nt,nt,nt,-5%,-5%
CCC(C)NC(=O)CC(c1ccccc1)c1cc(C)ccc1O (stereo not given),-3%,-8%,0%,0%,-7%,0.0%,-19%,7,0%,2%
CN(C)CCn1c(C(=O)O)cc2ccccc21,0%,-5%,11%,?,0%,-0.8%,-2%,-7,-3%,0%
Nn1c(COc2ccc(Cl)cc2)nc2ccccc2c1=O,?,3%,-1%,17%,5.6µM*,-0.8%,?,-3,-1%,1%[46.1 µM]
CC1SC(c2ccc(F)cc2)N(CCc2ccccc2)C1=O (stereo not given),-5%,11%,?,-2%,-4%,0.5%,-22%,-8,-1%,3%
COC(=O)C1=CNC=C(C(=O)OC)C1c1cccc(OC)c1,-11%,-3%,16%,-2%,-8%,-1.3%,8%,-1,-3%,-33%
CCOC(=O)N1C2C=CC(C2)N1C(=O)OCC,nt,nt,nt,13%,2%,nt,nt,nt,-1%,-4%
CC(CCN1CCC(n2nccc2NC(=O)c2ccccc2Cl)CC1)c1ccccc1 (stereo not given),-7%,12%,-4%,41%,0%,-0.2%,-15%,1,-1%,10%
Cc1[nH]c2ccc(C(=O)NCCCN3CCCCCC3)cc2c1C,10%,14%,-9%,0%,19%,-0.7%,6%,1,0%,6%
CCCn1c(O)c(CN2CCCCC2)c(C)c(C#N)c1=O,-1%,14%,-5%,19%,8%,0.1%,10%,0,-8%,7%
Cc1c(OCC(=O)NCC(O)c2ccccc2)ccc2c3c(c(=O)oc12)CCC3 (stereo not given),-2%,6%,7%,5%,16%,0.5%,-8%,1,-4%,-4%
O=C(Nc1ccccc1)OCC1CCCN2CCCCC12 (stereo not given),-3%,2%,-7%,-27%,8%,0.3%,3%,3,-3%,4%
O=C(O)c1cc(CN2CCOCC2)oc1-c1ccccc1,1%,-3%,-5%,11%,5%,-0.6%,1%,-1,-11%,1%
COCCCC1CCN(C(=O)C2CCC(=O)N(C3CCCCCC3)C2)CC1 (stereo not given),4%,-1%,-1%,2%,-15%,0.0%,1%,2,nt,14%
O=c1[nH]c(=O)n(C(c2ccccc2)(c2ccccc2)c2ccccc2)cc1N(CCO)CCO,nt,nt,nt,13%,-20%,nt,nt,nt,-2%,3%
Cc1ccccc1-n1nc(C)c2cc(C(=O)N3CCN(S(=O)(=O)c4ccc(F)cc4)CC3)sc21,-3%,9%,-2%,-26%,-43%,-0.9%,?,23,-8%,-5%
Nc1c(C(=O)NCc2ccco2)sc2nc3c(cc12)C(=O)CCC3,?,5%,-6%,-22%,59%,-0.3%,?,0,-1%,-10%
CCOC1(C(F)(F)F)NC(=O)N(Cc2ccc(OC)cc2)C1=O (stereo not given),-4%,-6%,-1%,9%,-3%,0.1%,-1%,-3,-8%,7%
COc1cc(OC)cc(-c2oc(=O)c3cc(OC)c(OC)cc3c2C#CCCO)c1,0%,nt,-6%,-7%,-1%,-1.0%,?,nt,-3%,-1%
O=C(Nc1ccc(F)cc1)c1cncs1,-5%,7%,-10%,6%,-1%,-0.9%,-2%,5,3%,-1%
COc1ccccc1OCC(=O)Nc1ccc2c(c1)OCCO2,23%,10%,-3%,8%,?,-1.6%,?,9,-4%,-9%
CCCNC(=O)C1CCC(CNS(=O)(=O)c2ccc3c(c2)N(C(C)=O)CCO3)CC1 (stereo not given),1%,-2%,1%,12%,43%,-0.6%,4%,2,-3%,2%
O=C(Nc1ccccc1)N(CCN1CCOCC1)Cc1ccccc1F,?,2%,0%,12%,1%,0.0%,?,6,0%,3%
O=C(CCSc1nc(-c2ccco2)cc(C(F)(F)F)n1)Nc1ccc2c(c1)OCO2,5%,4%,4%,0%,-12%,-0.3%,?,26,-3%,-6%
Cc1cc(OC(C)C(=O)NCc2cccnc2)c2c(C)c(Cc3ccccc3)c(=O)oc2c1 (stereo not given),1%,8%,9%,-24%,-18%,-0.2%,0%,0,3%,5%
CC(C)(C)C1C=C(Sc2ccccc2)C(=O)O1 (stereo not given),3%,-2%,2%,-9%,-10%,-2.4%,-9%,27,-4%,-5%[46.1 µM]
CCOc1ccc(CN2CCNC(=O)C2CC(=O)NCCc2nc(C)c3c(n2)CCC3)cc1 (stereo not given),nt,18%,-11%,?,3%,-0.5%,-17%,-3,-1%,0%
Cc1cc(C)nc(SCc2cc(=O)c(OC(=O)c3ccc(S(=O)(=O)N4CCCC4)cc3)co2)n1,1%,-2%,10%,5%,-15%,-0.4%,2%,1,-2%,1%[46.1 µM]
COc1cc(/C=N\Nc2nc3ccccc3o2)cc(OC)c1OC,-1%,0%,10%,13%,74%,-0.1%,?,3,-7%,-8%[46.1 µM]
O=C(CSc1nnc(NC2CCCCC2)s1)NN1C(=O)NC2(CCCCC2)C1=O,-14%,8%,0%,27%,17%,4.3%,1%,1,-6%,-2%[46.1 µM]
CC(N=c1ccccn1C(=O)Nc1cccc(C(F)(F)F)c1)c1ccco1 (stereo not given),nt,-3%,nt,-22%,-2%,nt,nt,6,-7%,-3%

From PubChem BioAssay
